Screening results from PubChem.
V-ATPase pH: regulators of yeast V-ATPase proton transport; S. cerevisiae, pHLuorin cytosolic pH fluorescence; response, % at 10 µM; 0.37% of 350,000 active; AID 504577; in the data active means response mostly above about 7.3%, no sharp cut-off; inactive means mostly below about 5.4%; further: actives read high; inactives centre near 0; some compounds called inactive have numbers as strong as hits; reference of the scale not given here
RTF Ca sens inh: cardiac RTF calcium desensitization | P19429+P45379 | IANBD-labeled cardiac RTF, Ca2+ fluorescence | inhibition, % at 7.15 µM | 0.12% of 340,000 active;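 active means inhibition above the mean inhibition of all tested compounds plus 3 SD, cut at about 17% in these data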;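 further: assay run at fixed EC70 calcium of 1.6 mM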
OPRM1-OPRD1 ag: agonists of human mu-delta opioid receptor heterodimerization; P35372+P41143; cells, OPRM1-OPRD1 heterodimerization, luminescence; activation, % at 9.3 µM; 0.3% of 340,000 active; AID 504326; in the data active means activation above about 18%;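 further: 0% = vehicle-treated cells and 100% = reference agonist; values of inactives mirror those of a sister screen read the other way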
Target sequence (P35372 whole entry, looked up): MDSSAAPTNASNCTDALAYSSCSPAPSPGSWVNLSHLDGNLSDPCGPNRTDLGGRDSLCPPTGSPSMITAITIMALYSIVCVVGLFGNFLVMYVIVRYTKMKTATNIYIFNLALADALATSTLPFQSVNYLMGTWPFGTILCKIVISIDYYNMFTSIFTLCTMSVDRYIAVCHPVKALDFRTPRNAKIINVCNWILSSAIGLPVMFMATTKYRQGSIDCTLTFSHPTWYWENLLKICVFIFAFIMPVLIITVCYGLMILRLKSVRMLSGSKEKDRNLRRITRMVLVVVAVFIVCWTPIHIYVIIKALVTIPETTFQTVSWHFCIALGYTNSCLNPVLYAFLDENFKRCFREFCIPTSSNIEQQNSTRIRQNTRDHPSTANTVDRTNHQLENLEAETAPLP
Target sequence (P41143 whole entry, looked up): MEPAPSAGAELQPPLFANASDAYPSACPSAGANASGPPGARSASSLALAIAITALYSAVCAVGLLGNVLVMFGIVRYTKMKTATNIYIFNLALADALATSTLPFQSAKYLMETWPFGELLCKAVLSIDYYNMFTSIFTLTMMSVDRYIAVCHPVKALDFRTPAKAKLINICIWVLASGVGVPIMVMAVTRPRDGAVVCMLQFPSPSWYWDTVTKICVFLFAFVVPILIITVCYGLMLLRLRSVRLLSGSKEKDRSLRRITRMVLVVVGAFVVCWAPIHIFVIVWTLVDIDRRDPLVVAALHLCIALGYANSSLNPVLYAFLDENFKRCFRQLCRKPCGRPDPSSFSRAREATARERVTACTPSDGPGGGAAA
OPRM1-OPRD1 inv: inverse agonists of human mu-delta opioid receptor heterodimerization; cell-based MOR-DOR heterodimer luminescence, inverse agonism; inhibition, % at 9.3 µM; 0.21% of 340,000 active; in the data active means inhibition above about 22%, passing the limit was not always enough;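 further: 0% = cells with DMSO and 100% = wells without cells with DMSO; values of inactives mirror those of a sister screen read the other way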
HTR5A inv ctr: HTR5A inverse agonism, opioid heterodimer counter-screen; 0.083% of 340,000 active; P47898; HTR5A cell line, luminescence; AID 504634; inhibition, % at 9.3 µM; in the data active means inhibition mostly above about 23%, no sharp cut-off; inactive means mostly below about 18%;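 further: 0% = cells with DMSO and 100% = no-cell wells with DMSO; some compounds called inactive have numbers as strong as hits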
CAL PDZ FP: inhibitors of human CAL PDZ peptide binding; 0.92% of 300,000 active; purified CAL PDZ, TMR-peptide fluorescence polarization, 1 h; inhibition, % at 24.9 µM; Q9HD26; AID 602252;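 active means mean inhibition of at least 30% with at least half of replicates also reaching 30%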;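 further: 0% = DMSO neutral control and 100% = excess unlabeled competitor peptide PRC23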
C-LANA FP: blocks KSHV LANA C-terminal domain binding to DNA. inhibition, % at 9 µM. 0.078% of 340,000 active. MBP-C-LANA/FAM-LBS DNA binding, fluorescence polarization;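 active means highest replicate inhibition at or above 60% at 9 µM, even if other replicates fall short; inactive means all replicates below 60% inhibition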;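 further: 0% = neutral control wells and 100% = 4 µM acridine orange control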
Keap1-Nrf2 PPI: inhibitors of human Keap1-Nrf2 protein-protein interaction | Keap1 Kelch-Nrf2 peptide fluorescence polarization, 1536-well | inhibition, % at 9.4 µM | 0.15% of 340,000 active | AID 504523; in the data active means inhibition above about 12%;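 further: human Keap1 Kelch domain with fluorescein labeled Nrf2 9mer peptide probe; 0% = neutral control wells and 100% = peptide positive control; higher means more block of Keap1 binding to Nrf2 peptide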
RTF Ca sens act: increases calcium sensitivity of human cardiac regulated thin filaments; 0.24% of 340,000 active; activation, % at 7.2 µM; P19429+P45379; IANBD-labeled TnC RTF fluorescence at EC20 calcium; 0% EC20 calcium, 100% full calcium;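 active means activation above the mean over all tested compounds plus 3 SD, cut at about 30% in these data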;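 further: rise in fluorescence read as greater calcium sensitivity of cardiac thin filaments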
HTR5A ag ctr: counter-screen for OPRM1-OPRD1 agonists: human HTR5A agonism | P47898 | 0.61% of 340,000 active | HTR5A agonist assay, luminescence, cell-based | activation, % at 9.3 µM; in the data active means activation mostly above about 9.5%, no sharp cut-off; inactive means mostly below about 7.6%;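 further: 0% = cells with vehicle only and 100% = reference agonist; strong numbers were not always called active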
Numbers without * were called inactive; nt = not tested or not shown.

SMILES | V-ATPase pH | RTF Ca sens inh | OPRM1-OPRD1 ag | OPRM1-OPRD1 inv | HTR5A inv ctr | CAL PDZ FP | C-LANA FP | Keap1-Nrf2 PPI | RTF Ca sens act | HTR5A ag ctr
COc1ccc(OC)c(-n2c(SCC(=O)Nc3cccc(S(N)(=O)=O)c3)nc3ccccc3c2=O)c1 | 0 | -4 | 1.1 | -5 | -2 | -4 | -0.7 | -3 | -1 | -3
CCOC(=O)c1[nH]c2ccc(OCC)cc2c1NC(=O)CN1CCN(c2ccccc2)CC1 | 9 | -3 | -0.6 | 3 | -6 | nt | 0.4 | -3 | 3 | 4
O=C(N=C1SC2CS(=O)(=O)CC2N1c1cccc(F)c1)C1CC1 (configuration not stated) | -4 | 0 | -3.0 | 15 | 4 | 62* | -0.7 | -3 | -2 | 0
O=C(COc1nc2ccccc2nc1N1CCOCC1)Nc1cccc(S(=O)(=O)N2CCCCC2)c1 | -3 | -1 | -0.7 | 4 | -14 | nt | 0.8 | -1 | -13 | 1
CC1CCCN(S(=O)(=O)c2cnc[nH]2)C1 (configuration not stated) | 1 | -13 | -3.2 | 16 | -3 | -2 | -0.2 | -3 | 0 | 1
O=C(CCCn1c(=O)[nH]c2cc(Cl)ccc2c1=O)NCCCN1CCN(c2ccc(F)cc2)CC1 | -2 | -6 | -1.3 | 7 | 6 | 9 | 0.8 | -6 | 0 | -1
Cc1ccccc1C(=O)NC1CC2CCCC(C1)N2C(=O)Nc1ccccc1 (configuration not stated) | -3 | -12 | -0.1 | 1 | 7 | -3 | -1.0 | 0 | 5 | 2
CCOC(=O)c1c(NC(=O)CCc2ccc(CC)o2)sc(C)c1C | 0 | 0 | -1.1 | 5 | 12 | -6 | -0.9 | -6 | 1 | -4
C#CCn1c(C)cc(C)c(S(=O)(=O)c2ccccc2)c1=O | 1 | -1 | -2.2 | 12 | -5 | 3 | -0.2 | 4 | 1 | 2
COc1cc(C(CCN2CCCC(C)C2)c2c(OC)cc(OC)c3c(-c4ccccc4)cc(=O)oc23)cc(OC)c1OC (configuration not stated) | 1 | -9 | -3.2 | 18 | 20 | -1 | -1.9 | 3 | 5 | -2
O=C(NC(=S)Nc1cccc(S(=O)(=O)NC2=NCCC2)c1)c1cc(-c2ccco2)nc2ccccc12 | 13* | -11 | -1.5 | 8 | 5 | -1 | 7.1 | -2 | 11 | 1
CCOc1ccc(OCC(=O)Nc2cc3c(cc2C(=O)O)OCCCO3)cc1 | -1 | -21 | -3.2 | 17 | -18 | -5 | -1.0 | -3 | -3 | -4
CCOC(=O)c1sc(C)c2c1NC(C)(c1cccc3ccccc13)NC2=O (configuration not stated) | 2 | -9 | 4.3 | -22 | -16 | -1 | -0.3 | 0 | 0 | 7
CC1(C)CC2CC(C)(CN2C(=S)Nc2ccccc2F)C1 (configuration not stated) | 5 | -7 | 3.3 | -18 | -9 | nt | 2.7 | 0 | 20 | -1
CCOc1ccccc1-n1c(CN2CCN(C(=O)c3ccco3)CC2)nc2ccccc2c1=O | -1 | -16 | -1.4 | 8 | -45 | -1 | 3.9 | -8 | 5 | -5
COc1ccc(Br)cc1C(=O)O | 2 | 0 | -2.0 | 12 | -19 | nt | 0.5 | 0 | 6 | 2
COc1ccc(C(=O)Nc2ccccc2NC(=O)c2ccco2)cc1OC | 0 | 1 | -1.9 | 12 | -12 | 3 | -2.7 | 3 | -6 | 0
O=[N+]([O-])c1ccc(-c2ccc(S(=O)(=O)NCCN3CCCC3)cc2)cc1 | -1 | -4 | 1.8 | -9 | -5 | nt | -3.5 | -5 | 7 | 2
COc1ccc(C(NC(=O)C2CCCCC2)c2c(O)ccc3ccccc23)cc1 (configuration not stated) | -1 | 6 | -4.8 | 22 | -1 | -1 | -0.3 | -6 | -4 | -4
COc1ccc(-c2cc(C(=O)N3CCN(c4ccccc4O)CC3)c3ccccc3n2)cc1 | -3 | -15 | 3.6 | -14 | -9 | 9 | 0.5 | -6 | -3 | 4
Cc1cc2c(NC(=O)Nc3ccc(F)cc3)cccc2nn1 | -1 | -1 | -0.8 | 4 | -26 | nt | 1.3 | -4 | 1 | 0
Cc1c(Br)cc(C(=O)N2CCN(CCO)CC2)c(C)c1C | 9 | -29 | -2.1 | 12 | -5 | 2 | 1.0 | -1 | 6 | 4
O=C(O)CCn1c(Cc2ccccc2)nc2ccccc21 | 0 | -4 | -0.3 | 2 | -25 | -3 | 0.8 | 4 | 0 | 9
COCC(=O)N1CCC(Oc2ccc(C(=O)NCCc3ccncc3)cc2)CC1 | 5 | 3 | -1.2 | 7 | -11 | -4 | -0.6 | -2 | 2 | 4

Just Keap1-Nrf2 PPI and OPRM1-OPRD1 ag (2 entries from above):
Molecule	Keap1-Nrf2 PPI	OPRM1-OPRD1 ag
CCOc1ccccc1-n1c(CN2CCN(C(=O)c3ccco3)CC2)nc2ccccc2c1=O	-8	-1.4
O=[N+]([O-])c1ccc(-c2ccc(S(=O)(=O)NCCN3CCCC3)cc2)cc1	-5	1.8

The results go on:
SMILES | V-ATPase pH | RTF Ca sens inh | OPRM1-OPRD1 ag | OPRM1-OPRD1 inv | HTR5A inv ctr | CAL PDZ FP | C-LANA FP | Keap1-Nrf2 PPI | RTF Ca sens act | HTR5A ag ctr
Cc1ccccc1NC(=S)NC(=O)CCc1ccccc1 | 1 | -6 | 5.5 | -29 | -11 | nt | 1.3 | -2 | -2 | 0
COC(=O)CC1C(=O)NCCN1C(=O)c1ccccc1 (configuration not stated) | 5 | -2 | -0.8 | 4 | 10 | -5 | -1.2 | 0 | 6 | 0
CN(CC(=O)Nc1ccccc1C(F)(F)F)C(=O)c1ccc(-c2ccc(Cl)cc2)o1 | 2 | -3 | -0.8 | 5 | 6 | -4 | -1.1 | 1 | 1 | 2
N#CCC(=O)N/N=C\c1ccccc1OC/C=C/c1ccccc1 | -1 | 0 | nt | nt | nt | -2 | 1.0 | 0 | -5 | nt
CC(OC(=O)/C=C/c1ccco1)C(=O)Nc1cccc([N+](=O)[O-])c1 (configuration not stated) | 1 | 2 | 0.2 | -1 | 13 | -3 | -0.1 | -4 | 5 | 3
N#CCCn1cc(CNC2CCC(O)CC2)c2ccccc21 (configuration not stated) | 2 | -12 | 2.4 | -19 | -3 | -2 | 0.7 | 0 | -3 | 1
CCN(Cc1ccccc1)c1ccc(/C=C(\C#N)c2ccccn2)cc1 | 1 | -32 | 4.9 | -31 | 0 | -3 | 2.7 | -5 | 7 | 3
Cc1ccc(CN2CC(C(=O)N3CCN(S(=O)(=O)c4cc(C)ccc4C)CC3)CC2=O)cc1 (configuration not stated) | -1 | 0 | -0.4 | 3 | 7 | -2 | -1.3 | -2 | 2 | -2
CCOC(=O)CCCNC(=O)COC(=O)c1cc(Br)c(Br)s1 | 0 | 1 | -1.3 | 6 | -2 | 5 | -0.4 | 2 | -2 | 1
CCOC(=O)c1cccc(NC(=O)/C(=C\c2ccccc2)NC(=O)c2ccccc2Cl)c1 | 4 | -4 | 4.3 | -27 | 14 | 8 | 0.8 | 0 | 7 | -5
O=C1CSC(c2ccc(Cl)c(Cl)c2)N1c1nccs1 (configuration not stated) | 1 | 2 | -1.6 | 7 | -6 | -26 | 1.1 | 2 | 2 | 2
CCc1n[nH]c(=S)n1/N=C/c1ccccc1OCc1ccc(Cl)cc1 | nt | -5 | 4.2 | -30 | 23 | -35 | -0.4 | -1 | 3 | -1
OCCC1CN(C2CCN(c3ccccc3F)CC2)CCN1Cc1ccccc1 (configuration not stated) | -3 | -3 | -2.1 | 11 | 2 | nt | 0.0 | 3 | -5 | 0
O=S(=O)(Nc1ncccn1)c1ccc(Cl)cc1 | 4 | 4 | -1.8 | 8 | -13 | -2 | nt | -1 | -6 | 3
O=C(NN=C1CCCCCC1)c1cccs1 | 0 | -8 | -2.2 | 12 | 15 | -2 | -0.2 | -4 | -1 | 4
Cc1ccc(C(=O)NC(=S)N2CC(C)OC(C)C2)cc1[N+](=O)[O-] (configuration not stated) | -3 | -12 | -2.1 | 11 | 3 | -1 | -0.9 | 3 | -1 | 1
O=C(Nc1cc(N2CCOCC2)ncn1)c1ccccc1 | 0 | -3 | -1.8 | 10 | -22 | 0 | 0.1 | -2 | -4 | 8
CC(C)CC(NC(=O)C1CCC(C)CC1)C(=O)Nc1ccc2c(c1)OCCO2 (configuration not stated) | 1 | 1 | -1.0 | 5 | -6 | nt | -0.8 | -3 | -1 | 2
Cn1cccc1CC(=O)N/N=C/c1cccc2ccccc12 | 0 | -3 | -2.8 | 15 | 16 | 0 | 0.2 | -1 | -11 | 2
CN(CCc1ccccn1)C(=S)Nc1ccc(Cl)c(Cl)c1 | 2 | 3 | 0.5 | -3 | -29 | 1 | -0.1 | 2 | 3 | 6
COc1cc(/C=N/NC(=O)c2cc3ccccc3cc2O)ccc1OCCN1CCCCC1 | 2 | -8 | 6.5 | -36 | -21 | -6 | -3.3 | -10 | 7 | 3
CCOC(=O)C1=C(Nc2ccccc2)CC(C)(O)C(C(=O)OCC)C1c1ccc(Br)cc1 (configuration not stated) | -4 | 2 | 2.9 | -15 | 0 | nt | -1.0 | 2 | 1 | 0
O=C(NCC(c1ccco1)N1CCCC1)c1ccc(Cl)cc1 (configuration not stated) | 3 | -12 | -2.7 | 15 | 7 | 5 | -0.9 | 0 | 1 | 4
O=C(CSc1nnc(NC(=O)c2cccc(F)c2)s1)NC1CCCC1 | 0 | -40 | -0.6 | 5 | -4 | nt | -1.7 | -3 | 0 | 1
CC(=O)Nc1ccc(S(=O)(=O)Nc2nc3ccccc3s2)cc1 | 1 | -14 | -0.5 | 3 | -2 | -1 | 2.6 | -1 | -8 | 1
CCOc1nc(SC(C(C)=O)C(=O)Nc2ccccc2)nc(N(C)C)n1 (configuration not stated) | 0 | 3 | -0.2 | 1 | -5 | -2 | 0.7 | 0 | -3 | 2
CCC(=O)NC(C)C(c1cccs1)N1CCN(Cc2ccccc2)CC1 (configuration not stated) | -2 | -2 | -0.2 | 1 | -29 | -1 | -0.7 | -2 | -6 | 0
C=CCn1c(SCCN2CCCCC2)nc2c1c(=O)[nH]c(=O)n2C | -2 | -4 | -0.1 | 1 | -32 | -2 | 2.6 | -18 | -2 | -1
CCC12CN3CC(CC)(CN(C1)C3c1ccc(OC(C)C)cc1)C2=O (configuration not stated) | 0 | -5 | 6.2 | -33 | -28 | -1 | -0.8 | -9 | 2 | 3
CCC1CCCCN1C(=S)NC(=O)c1cccs1 (configuration not stated) | -2 | 0 | -4.0 | 21 | 9 | -5 | 0.9 | -2 | -4 | 0
Cn1c(=O)c2c(ncn2CC(=O)N2CCOCC2)n(C)c1=O | -3 | -3 | nt | nt | nt | -1 | -1.3 | -1 | -2 | nt
Cc1onc(-c2ccccc2)c1C(=O)NNC(=S)NC(=O)c1ccc(Br)cc1 | 1 | 1 | -3.0 | 16 | 6 | -5 | -2.1 | -1 | 1 | 2
CC(=O)c1ccc(S(=O)(=O)N2CCN(C(=O)c3ccccc3Cc3ccccc3)CC2)cc1 | -1 | -3 | -0.5 | 3 | -11 | -7 | -1.6 | 0 | -14 | 6
CCN(c1ccccc1)S(=O)(=O)c1ccc(Cl)c(NC(=O)CSc2nncn2C)c1 | 1 | 2 | -1.0 | 7 | -14 | -4 | -1.2 | 2 | -1 | 2
CCOC(=O)c1[nH]c2ccc(C)cc2c1N=C(C)N(C)C | 1 | -3 | -1.1 | 7 | -3 | -16 | 1.6 | -1 | 3 | -2

Outcome played no part in choosing rows; any-hit rate near 2.8%.
